Screening data from PubChem BioAssay.
12-LOX inh – Primary qHTS assay for inhibitors of human arachidonate 12S-lipoxygenase (ALOX12): Round 2; Polyunsaturated fatty acid lipoxygenase ALOX12 (Homo sapiens), P18054; purified 12hLO, xylenol orange hydroperoxide absorbance; Potency, µM (highest dose often 108 µM), for the others: at the highest dose activity change, negative = inhibition, hits mostly inhibitors; hit rate 1.1% among 580,000; AID 1671190, 2021; active = well fitted inhibition curve with a large enough effect; inconclusive = small, poorly fitted or top-dose-only effect, or another doubt; inactive = no such curve, though single readings can be large or run the other way
Target sequence (P18054 whole entry, looked up): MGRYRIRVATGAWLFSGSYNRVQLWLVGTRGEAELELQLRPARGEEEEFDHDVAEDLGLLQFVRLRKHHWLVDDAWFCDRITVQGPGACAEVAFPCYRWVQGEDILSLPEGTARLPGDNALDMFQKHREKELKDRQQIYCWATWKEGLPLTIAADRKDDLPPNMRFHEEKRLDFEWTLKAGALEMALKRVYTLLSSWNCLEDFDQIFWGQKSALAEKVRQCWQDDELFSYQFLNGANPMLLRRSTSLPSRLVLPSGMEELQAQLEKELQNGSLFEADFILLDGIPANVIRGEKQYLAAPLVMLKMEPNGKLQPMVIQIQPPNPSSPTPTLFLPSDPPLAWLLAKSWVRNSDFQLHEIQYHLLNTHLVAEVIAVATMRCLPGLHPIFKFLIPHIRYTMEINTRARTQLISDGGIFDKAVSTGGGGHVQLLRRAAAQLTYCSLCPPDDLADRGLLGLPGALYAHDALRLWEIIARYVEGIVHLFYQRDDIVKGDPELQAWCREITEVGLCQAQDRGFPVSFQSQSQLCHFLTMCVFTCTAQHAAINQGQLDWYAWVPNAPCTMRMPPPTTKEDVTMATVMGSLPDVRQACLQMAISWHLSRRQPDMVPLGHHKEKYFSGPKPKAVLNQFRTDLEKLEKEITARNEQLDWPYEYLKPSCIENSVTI
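Purified human 12hLO at 150 nM in 25 mM Hepes, 0.01% Triton X-100, pH 7.0, preincubated 15 min at room temperature with compound. Reaction started with 40 uM arachidonic acid, 30 min at room temperature. Hydroperoxide measured by Fe-xylenol orange, 573/405 nm absorbance ratio.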
Active calls of the source: *; ? = inconclusive; [ ] = another dose, or the depositor's remark. % is set by controls: 0 for no effect and ±100 for the full control effect; potency is the fitted concentration of half-maximal effect. A portion of the library; rates above refer to the full screens.

Sample of the layout, five compounds:
canonical_smiles	12-LOX inh
CN(Cc1cn(-c2ccccc2)nn1)Cc1cc(-c2ccncc2)no1	78%[activator]
COc1ccc(OC)c(CN2CCCC(n3cc(C(=O)N4CCCCC4)nn3)C2)c1 (stereo not drawn)	0%
O=C(O)/C=C/c1ccc(-c2ccccc2F)o1	?
O=C(O)C[C@@H]1CCN(C(=O)Cc2ccccc2)C[C@@H]1CCN1CCN(c2cccc(C(F)(F)F)c2)CC1	?
C[C@@]1(O)CCN(C(=O)c2ccc(C(=O)N3CCOCC3)cc2)C[C@@H]1O	19%

The list itself (from the top)
canonical_smiles	12-LOX inh
CN(Cc1cn(-c2ccccc2)nn1)Cc1cc(-c2ccncc2)no1	78%[activator]
COc1ccc(OC)c(CN2CCCC(n3cc(C(=O)N4CCCCC4)nn3)C2)c1 (stereo not drawn)	0%
O=C(O)/C=C/c1ccc(-c2ccccc2F)o1	?
O=C(O)C[C@@H]1CCN(C(=O)Cc2ccccc2)C[C@@H]1CCN1CCN(c2cccc(C(F)(F)F)c2)CC1	?
C[C@@]1(O)CCN(C(=O)c2ccc(C(=O)N3CCOCC3)cc2)C[C@@H]1O	19%
CCCCCCCCCCCCS(=O)(=O)CCS(=O)(=O)OCC(F)(F)C(F)F	26%
O=C(c1c[nH]c(=O)c2ccccc12)N1C[C@H](CO)C[C@H](CN2CCCC2)C1	51%[activator]
CCc1cccc(C)c1NC(=O)c1nn(CC)c(=O)c2ccccc12	8%
COCCCNC(=O)N1C[C@@H]2CCCN3CCC[C@@H]([C@H]23)[C@H]1CCCC(=O)Nc1ccccc1	2%
COc1ccc(F)c(CN2CCC(CCC(=O)N3CCN(c4ccccc4)CC3)CC2)c1	3%
CCOC(=O)c1cc(C)nc2c1c(=O)n(Cc1nc(-c3ccc(C(C)C)cc3)oc1C)c(=O)n2C	?
O=C(NC1CCCN(c2cc(-c3ccc(F)cc3)[nH]n2)C1)c1cccc(Br)c1 (stereo not drawn)	51%[activator]
Cc1cccc(CC(=O)N2CCC(Nc3cccn4ncnc34)CC2)c1	?
CCn1cc(-c2ccc(C)cc2)cc1C(=O)NCc1cccnc1	2%
CN1C[C@H](NCc2cccnc2)CCC[C@@H](C(=O)NCc2cc(F)cc(F)c2)CC1=O	35%[176 µM]
COc1ccc(CNCc2cccc3[nH]ccc23)cc1	-9%
Cc1ccc2c(n1)N(C)[C@H](CO)CCN(Cc1ccc(C(C)C)cc1)C2	3%[176 µM]
Cc1c(CN2CCC3(CCNCC3)C2)c(=O)n(-c2ccccc2)n1C	?
Cc1cnc(C(=O)N[C@@H]2CN(Cc3cccnc3)C[C@H]2CN(C)C)cn1	76%[activator]
COc1ccc(S(=O)(=O)N2CCC(C(=O)Nc3cccc(C)c3)CC2)c2cccnc12	27%
COC(=O)N1CCC(c2nn(-c3ccc(Cl)cc3)c(=O)[nH]2)CC1	?
O=C(Cc1c[nH]c2ccccc12)N1CCC2(CC1)CC(CO)N(C(=O)c1ccccc1)C2 (stereo not drawn)	0%
CCc1nc2c(c(-c3ccc(OC)cc3)n1)CCN(Cc1ccnn1C)CC2	2%[6.33 µM]
CC(=O)Oc1ccc(-c2cnc3ccccc3n2)cc1	2%
COc1cccc(-c2cc(C3CCN(C(=O)Nc4ccc5c(c4)OCCO5)CC3)[nH]n2)c1	-5%
CCCCOc1ccc(CN2C[C@@H]3C(=O)N(C)C(=O)[C@@H]3C2)cc1	50%[activator]
O=C(COc1ccc(F)cc1)N1CC(Oc2ccc(-c3nc(-c4ccccc4)no3)cc2)C1	-6%
CC(C)c1cccc(NC(=O)CN2C(=O)NC3(CCOCC3)C2=O)c1	6%
CNC(=O)C1CN(C(=O)CCc2ncc(-c3ccccc3)o2)c2ccccc2O1 (stereo not drawn)	?
C=CCn1cc2c3c(cccc31)[C@H](CC(C)C)N[C@H](C(=O)NCc1ccc(OC)cc1)C2	35%[176 µM]
CC(C)c1nncn1C1CCN(S(=O)(=O)c2cccs2)CC1	37%
CN(Cc1ccc(-c2ccccc2)cc1)Cc1ccsc1	59%[activator][176 µM]
O=C(CCc1nc2ccccc2s1)NCCc1ccccc1F	-20%
CCCC(=O)C1C(=O)CC(c2ccc(OC)c(OC)c2)CC1=O (stereo not drawn)	46%
CN1CCN(S(=O)(=O)c2ccc(F)cc2)CC12CCNC(=O)CC2 (stereo not drawn)	27%
CCCOc1ccc(NC(=O)C2(C)CC2(Cl)Cl)cc1OCCC (stereo not drawn)	7%
CN(C)Cc1nnc(C2CCCN(C(=O)N3CCOCC3)C2)n1C (stereo not drawn)	?
COC(=O)c1ccc(COC(=O)c2ccc(C(=O)OCc3ccc(C(=O)OC)o3)cc2)o1	?
Cc1ccc(-n2nnnc2SCc2nc(N)c3ccccc3n2)c(C)c1	59%
O=C(c1ccc(C(F)(F)F)cc1)N1CCn2c(nn(-c3ccc(Cl)cc3)c2=O)C1	-11%[6.33 µM]

3 entries already listed, ordered by molecular weight, ascending.
canonical_smiles	12-LOX inh
O=C(CCc1nc2ccccc2s1)NCCc1ccccc1F	-20%
CN1CCN(S(=O)(=O)c2ccc(F)cc2)CC12CCNC(=O)CC2 (stereo not drawn)	27%
COc1cccc(-c2cc(C3CCN(C(=O)Nc4ccc5c(c4)OCCO5)CC3)[nH]n2)c1	-5%

Remaining list, next part:
canonical_smiles	12-LOX inh
COC[C@@H]1CN(Cc2cnn(C)c2)C[C@H]1c1ccncc1	54%[activator]
O=C(NCc1ncc(-c2ccccc2)o1)c1cccc(F)c1	-28%
CCn1nc(C)c(CN2CCCC(CNC(=O)c3cccc(OC)c3OC)C2)c1C (stereo not drawn)	-6%
CC1(COCC2CC2)COc2ccc(C(=O)NCc3ccncc3)cc2N1 (stereo not drawn)	?
Cc1ccc(-c2noc(CNC3CCCCC3)n2)cc1	62%[activator]
O=C(N[C@H]1CO[C@H]2[C@@H]1OC[C@@H]2n1nnnc1-c1ccc2c(c1)OCO2)c1ccc(C(F)(F)F)cc1	-24%
COC(=O)CNC(=O)c1cc(-c2ccccc2)nc2ccccc12	5%
CCN1CCN(CCNC(=O)C2CCN(c3nnc(-n4c(C)ccc4C)s3)CC2)CC1	?
Cc1cc(C)n(Cc2ccc(C(=O)N3CCCCCCNC(=O)CC3)o2)n1	22%
CC(=O)NCCCC(=O)N1CCOC2(CCN(C(=O)c3c(C)noc3C)CC2)C1	4%[6.33 µM]
O=c1nc(-c2ccc(Cl)cc2)c2cc(Cl)ccc2[nH]1	?
CC1=C(C#N)C(c2cc(Cl)ccc2OC(F)F)C(C#N)=C(C)N1	-4%
COc1ccc(NC(=O)Cn2c(=O)n(-c3ccccc3)c(=O)c3c2cc(C)n3C)cc1OC	19%
O=C(NCc1ccc(S(=O)(=O)N2CCCC2)cc1)c1n[nH]c2ccccc12	18%
Cc1cc(C(=O)N2CCCCCC2)cc(S(=O)(=O)N2CCC(C)CC2)c1C	11%
C[S+](=O)([O-])N1CC2(Cc3ccccc3NC2=O)C1	1%[12.5 µM]
O=C(O)c1ccc(O)cn1	16%
CCN(CC1CCN(CCc2ccccc2C)CC1)C(=O)c1cc(C)nc(C)n1	36%[activator]
CC(C)Cc1nnc(NC(=O)C[C@H]2NC(=O)c3ccccc3NC2=O)s1	82%[activator]
CCCN1C(=O)c2cc(C(=O)NCc3ccc4c(c3)OCO4)nn2CC1(C)C(=O)NC1CCCC1 (stereo not drawn)	-3%
CCCCCCCCc1ccc(CCC(N)(CO)CO)cc1	-5%[57.4 µM]
CC(C)C(=O)Nc1ccc2[nH]cc(C(C(=O)O)N3CCN(c4ccc(Cl)cc4)CC3)c2c1 (stereo not drawn)	4%
CC(C)CCNC(=O)c1ccc(-c2ccccc2)s1	?
CC(=O)Nc1cccc(NC(=O)c2nn(Cc3ccccc3)c(=O)c3ccccc23)c1	9%
Cc1ccc(-c2cc3c(=O)n(CCNC(=O)c4cccc5[nH]ccc45)ccn3n2)cc1C	-1%
CC(C(=O)NCCc1noc(-c2cccnc2)n1)c1ccccc1 (stereo not drawn)	14%
S=C(Nc1ccc(Cl)cc1Cl)NC1CC1	?
COC(=O)c1cnc(NC(=O)Cc2ccc3ccccc3c2)s1	-1%
CC(C)CCN1CCC(N2CCN(S(=O)(=O)c3ccc(F)c(Cl)c3)CC2)C1=O (stereo not drawn)	38%
CCOC(=O)c1cn(C2CN(S(=O)(=O)c3cccc(Cl)c3)C2)nn1	9%
N#Cc1ccc(Cl)cc1NC(=O)C12CC3CC(CC(Cl)(C3)C1)C2	-23%
O=C1NCCCc2[nH]c(-c3ccccc3-n3cccn3)nc21	53%[activator]
CCc1nc2c(c(-c3ccc(Cl)cc3)n1)CN(CC1CC1)CC2	37%[176 µM]
Cc1ccccc1CC(=O)N1C[C@@H](CO)[C@H](c2ccncc2)C1	50%[activator]
O=C1Nc2ccccc2CN(Cc2ccc(F)cc2)C12CCNCC2	?
O=C(CN1CCOCC1)N1CCC2(CC1)CN(C1CCC1)CC2CO (stereo not drawn)	64%[activator]
Cc1ncc2c(c1CNC(=O)/C=C/c1cccs1)CCN(C(=O)c1ccc3c(c1)OCCO3)C2	5%
COc1ccccc1-c1ccc(NCC2CCCN(C(=O)C3CC3)C2)nn1 (stereo not drawn)	?
CC(OC(=O)c1n[nH]c(=O)c2ccccc12)C(=O)Nc1cc(F)ccc1F (stereo not drawn)	-22%
CC(C)CCn1cnc2c1c(=O)n(Cc1ccccc1C#N)c(=O)n2Cc1ccccc1	?

Two of the compounds above, with the structure last.
12-LOX inh	molecule
?	COc1ccccc1-c1ccc(NCC2CCCN(C(=O)C3CC3)C2)nn1 (stereo not drawn)
-22%	CC(OC(=O)c1n[nH]c(=O)c2ccccc12)C(=O)Nc1cc(F)ccc1F (stereo not drawn)

Following part.
SMILES | 12-LOX inh
Cc1ccc(N2CC(NC(=O)c3cccc(CCC(C)(C)O)c3)CC2=O)cc1 (stereo not drawn) | 69%[activator]
NC(=O)c1ccc(CN(CCc2cccs2)Cc2cccs2)cc1 | -27%
CCCc1ccc(S(=O)(=O)N(C)CC2CCOCC2)cc1 | 11%
O=C(CC[C@@H]1CNC(=O)[C@@H]2C[C@H](NC(=O)Nc3ccc(F)cc3F)CN12)NCc1ccc(F)cc1 | 7%
N#Cc1cccc(C(=O)N2CCC(n3cc(-c4nc(-c5ccccc5)no4)nn3)C2)c1 (stereo not drawn) | 5%
O=C(O)C(c1c[nH]c2cc(F)ccc12)N1CCN(c2cccc(Cl)c2)CC1 (stereo not drawn) | ?
Cc1cccc(CNC(=O)c2c(C)noc2-c2ccccc2Cl)c1 | ?
COC(=O)[C@H](C)N(Cc1cn(Cc2ccccc2)nn1)S(=O)(=O)c1ccccc1Br | 32%
CN1CC(=O)N(C2CCNCC2)Cc2c1ncnc2N1CCCCC1 | ?
COc1cc(OC)c(C(=O)NCc2coc(-c3cccs3)n2)cc1OC | 7%
CCCCN1C(=O)NC(c2ccccc2OC(F)F)C(C(=O)OCC)=C1C (stereo not drawn) | ?
CCCCCNC(=O)C12CC3CC(CC(NC(C)=O)(C3)C1)C2 | 13%
Cc1cccc(NC(=O)C2(C#N)C(c3ccccc3)C2(C)C(=O)c2ccc(Cl)cc2)c1 (stereo not drawn) | -1%
C/C(=N\NC(N)=S)c1ccc2c3c(cccc13)CC2 | ?
CC(C)c1nnc(NC(=O)Cn2ccc3ccc(F)cc32)s1 | 0%
CCc1nc2nc(C)c(NC(=O)Nc3cccc(C(F)(F)F)c3)c(=O)n2[nH]1 | -26%
O=[S+]1([O-])NCC2(CCN(Cc3ccccc3)CC2)Oc2ncccc21 | 4%[6.33 µM]
CCCCCc1ccc(OC(=O)c2ccc(-c3ccc(CC)cn3)cc2)cc1 | 10%
CCn1nc(C(=O)NCC(c2cccs2)N2CCCC2)c2ccccc2c1=O (stereo not drawn) | ?
COC[C@H]1C[C@@H](NC(=O)C2CCOCC2)[C@H](O)[C@@H]1O | 77%[activator][176 µM]
CSCC(=O)N1CCc2[nH]nc(-c3ccc4c(c3)OCO4)c2C1 | 10%
COc1ccc(C(=O)/C(C#N)=C\c2ccc(Cl)c(Cl)c2)cc1 | ?
COc1ccc(OC)c(CCNc2nc3cnc(-c4cccc(Oc5ccccc5)c4)cc3n2C)c1 | -24%
CN(C(=O)N1CCCn2nc(C(=O)N3CCOCC3)cc2C1)c1ccccc1 | 22%
Cc1oc(-c2cccs2)nc1CC(=O)Nc1ccc(F)c(F)c1 | 14%
O=C1c2ccccc2N2C(=O)CCC2(C(=O)Nc2ccc(F)c(F)c2)N1Cc1ccccc1 (stereo not drawn) | 12%
COc1ccc(/C=C/C(=O)c2ccc(C(=O)O)s2)c(OC)c1 | -47%
O=C1Nc2ccccc2CC12CCCCN2Cc1ccc(C(F)(F)F)cc1 (stereo not drawn) | 46%[activator]
COc1ccc(C(=O)N[C@@H]2CCC[C@@H]2C(=O)NCc2ccc(C)o2)cn1 | 20%
CC(=O)c1cccc(NS(=O)(=O)c2ccc3c(c2)CC(C)N3C(C)=O)c1 (stereo not drawn) | ?
CN1CC(=O)N(c2ccccc2F)Cc2c(NCc3ccc(F)cc3)ncnc21 | 9%
CS(=O)(=O)N(C1CC1)C1CCOC2(CCN(C(=O)Cc3cccc(F)c3)CC2)C1 (stereo not drawn) | 5%
CCNC(=O)[C@@H]1C[C@H](NC(=O)c2cccc(-c3ccc(F)cc3)c2)CN1C | -6%
CCOC1CCN(Cc2ccc(C(=O)Nc3c(C)cccc3C)cc2)CC1 | 51%[activator]
COC(=O)CNC(=O)N1CCc2c(nc3cc(-c4ccccc4Cl)[nH]n3c2=O)C1 | 3%
CN1C(=O)COC[C@@H]1[C@H](O)c1ccc(NC(=O)c2ccc(F)c(Cl)c2)cc1 | 28%[176 µM]
